Rin1-Abl PPI inh: inhibitors of human Rin1-Abl protein interaction. inhibition, % at 7.35 µM. TR-FRET Rin1/Abl binding, biochemical. AID 588664. P00519+Q13671. 360,000 tested, 0.4% active; in the data active means inhibition above about 5%, passing the limit was not always enough
E coli Lon inh: inhibitors of E. coli Lon protease. purified E. coli Lon protease, fluorescence polarization. inhibition, % at 7.94 µM. 360,000 tested, 0.42% active. AID 602123; in the data active means inhibition above about 13%, passing the limit was not always enough;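 further: 0% = enzyme with probe and DMSO and 100% = no enzyme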
SKN-1 inh: C. elegans SKN-1 inhibition; C. elegans VP596 Pgst-4::GFP/RFP ratio, acrylamide-induced, 24 h; inhibition, % at 21.8 µM; 360,000 tested, 0.49% active; AID 624304;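 active means interference check ratio from 0.5 to 1.5 plus GFP to RFP signal ratio inhibition reaching or exceeding a fixed threshold, cut at about 30% in these data, passing the limit was not always enough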; further: some compounds called inactive have numbers as strong as hits
CendR NRP1 mod: modulators of CendR peptide binding to human neuropilin-1 | inhibition, % at 25 µM | 360,000 tested, 0.85% active | O14786 | AID 602438 | FAM-RPARPAR peptide binding to NRP-1, fluorescence polarization;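 active means inhibition or corrected inhibition above about 18%, plus a signal ratio from 0.5 to 1.5, limit read from the data, passing the limit was not always enough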; further: strong numbers were not always called active
Neddyl block: cullin neddylation inhibition; P61081+Q13564; TR-FRET cullin neddylation, biochemical; calls only at 25 µM; 360,000 tested, 0.58% active; in the data active means inhibition above about 36%
MT1-MMP act inh: MT1-MMP (human) activation inhibition; GFP/RFP ratio change, % at 20 µM; 360,000 tested, 0.061% active; HT1080 RFP-PRO-GFP cells, GFP/RFP ratio fluorescence, overnight; percent of plate control window, DMSO zero; P50281;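 active means GFP/RFP ratio change of at least 30% with cell ATP level not reduced by more than half and red fluorescence within 50% of control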; further: strong numbers were not always called active
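Material: RFP-PRO-GFP reporter HT1080 cells. Dosing: single-point 20 µM compound, 1% DMSO. Controls: DMSO and RFP-L50D-GFP cell wells. Timing: cells overnight before dosing, compound overnight, 37 °C, 5% CO2. Measure: GFP/RFP fluorescence ratio.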
PABP1 MLLE inh: inhibitors of microRNA-mediated deadenylation, human PABP1 MLLE binding; GST-MLLE / FITC-PAM2 fluorescence polarization; inhibition, % at 20 µM; 360,000 tested, 0.36% active; in the data active means inhibition above about 35%, passing the limit was not always enough;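 further: plate controls were DMSO wells with GST-MLLE for no effect and wells lacking GST-MLLE protein for full effect; some results filed as inactive read as strong as hits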
Target sequence (P11940 whole entry, looked up): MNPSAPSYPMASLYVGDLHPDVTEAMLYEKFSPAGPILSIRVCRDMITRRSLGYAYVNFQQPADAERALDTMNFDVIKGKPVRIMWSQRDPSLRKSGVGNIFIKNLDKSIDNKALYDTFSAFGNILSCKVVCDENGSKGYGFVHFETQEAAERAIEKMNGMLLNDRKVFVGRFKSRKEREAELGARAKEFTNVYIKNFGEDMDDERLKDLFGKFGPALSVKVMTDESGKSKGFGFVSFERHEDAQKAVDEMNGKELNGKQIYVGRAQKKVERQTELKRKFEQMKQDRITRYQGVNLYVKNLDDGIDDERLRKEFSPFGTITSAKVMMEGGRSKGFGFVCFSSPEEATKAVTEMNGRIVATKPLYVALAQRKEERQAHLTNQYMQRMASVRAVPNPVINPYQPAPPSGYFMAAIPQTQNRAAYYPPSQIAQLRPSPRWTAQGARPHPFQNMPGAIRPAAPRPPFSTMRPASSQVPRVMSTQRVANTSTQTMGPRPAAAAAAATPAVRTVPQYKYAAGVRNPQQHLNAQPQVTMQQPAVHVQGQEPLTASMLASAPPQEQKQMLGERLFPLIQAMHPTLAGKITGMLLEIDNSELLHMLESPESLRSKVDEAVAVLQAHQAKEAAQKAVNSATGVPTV
FAS TE block: inhibitors of human fatty acid synthase thioesterase domain | recombinant FAS-TE, OMFH fluorogenic substrate, fluorescence endpoint | inhibition, % at 15 µM | AID 602261 | 360,000 tested, 0.67% active;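 active means compounds whose normalised, plate-corrected inhibition of enzyme fluorescence in the single-dose primary screen is 50% or more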;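 further: 0% = DMSO with enzyme and 100% = substrate without enzyme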
bovine MsrA act: bovine methionine sulfoxide reductase A activation. activation, % at 10.6 µM. 360,000 tested, 0.3% active. purified bovine MsrA, absorbance read-out; in the data active means activation above about 7.5%;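 further: 0% = vehicle and 100% = reference activator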
* marks the source's active call; other numbers are inactive results; i = inactive; . = not tested or not shown; + = active, no number; & = joins results of further samples.

Sequence of screens – Rin1-Abl PPI inh | E coli Lon inh | SKN-1 inh | CendR NRP1 mod | Neddyl block | MT1-MMP act inh | PABP1 MLLE inh | FAS TE block | bovine MsrA act
O=C(NNC(=O)C12CC3CC(CC(Br)(C3)C1)C2)c1ccccc1F
  2.0 | -5.4 | -1.0 | 7.9 | i | -0.4 | 7.1 | -5.0 | 0.6
CCCOc1ccc(C(=O)NCCC(=O)NCCCC(=O)O)cc1
  -1.3 | -5.1 | 2.0 | -3.7 | i | -3.6 | 13.1 | -9.0 | -6.9
Cc1ccc(OCCOCCn2ccnc2)c(Br)c1
  -0.7 | 4.5 | 13.9 | 9.7 | i | -1.3 | 2.0 | -4.7 | -0.7
O=C(Nc1cccc(-c2cn3ccsc3n2)c1)c1ccccc1
  0.5 | 7.3 | 11.5 | 8.0 | i | 1.4 | -0.2 | 0.5 | -4.1
CS(=O)(=O)c1ccccc1C(=O)Nc1cccc2ncccc12
  -0.5 | 11.7 | 7.5 | 0.7 | i | -2.1 | 15.0 | -5.5 | 4.8
Cc1cc(Nc2ccc(Br)cc2)nc(-c2ccccc2O)n1
  -1.5 | -8.2 | 8.2 | -13.8 | i | -0.6 | 5.8 | 32.2 | -1.1
O=C1c2ccccc2C(=O)N1CCn1ccnc1
  0.9 | -9.7 | -2.2 | -3.8 | i | 2.5 | -2.3 | -2.1 | 2.7
Cc1ccccc1-n1nnnc1SCC(=O)NCC1(N2CCOCC2)CCCCC1
  1.0 | -3.8 | -8.2 | -9.9 | i | -1.4 | -4.4 | -2.3 | -1.7
Cc1cc(OCCCCOc2ccc(S(N)(=O)=O)c(C)c2)ccc1S(N)(=O)=O
  3.0 | 5.8 | 18.0 | 7.4 | i | -3.8 | 6.3 | 2.3 | -3.3
Cc1ccc(OCc2nc(C#N)c(N3CCCC3)o2)cc1
  2.2 | -2.9 | 11.6 | 5.1 | i | -2.3 | -2.5 | 30.4 | -2.5
COc1cccc(NC(C)=[N+](C)CCNS(=O)(=O)c2ccc(Cl)cc2)c1
  0.2 | -5.2 | 3.8 | 13.0 | i | -0.4 | -124.1 | -2.8 | -5.5
O=C(COC(=O)C12CC3CC(CC(O)(C3)C1)C2)Nc1ccc(Cl)cc1F
  -0.8 | 8.4 | 11.2 | -6.9 | i | 2.7 | 4.5 | -5.3 | -1.8
O=C(COC(=O)Cc1cccs1)NCC(=O)Nc1ccc(F)cc1
  -0.7 | -13.9 | 6.5 | 1.7 | i | -1.6 | 4.7 | -6.0 | -2.1
Cc1ccccc1OCC(=O)NC1=NCCS1
  -5.1 | -10.9 | 15.1 | -4.2 | i | 0.2 | -0.1 | -19.6 | -0.2
CCCCn1c(N)c(NCc2ccccc2OC)c(=O)[nH]c1=O
  -3.4 | 8.3 | 1.9 | -6.0 | i | -0.9 | 17.8 | -3.6 | -2.4
COc1ccc(OC)c(C(=O)c2ccc(C(=O)Nc3ccccc3)cc2)c1
  -3.6 | -4.3 | -3.7 | -11.4 | i | 3.4 | 8.2 | -6.4 | -3.9
CCCCCCC(=O)NC(Nc1ccc(S(N)(=O)=O)cc1)C(Cl)(Cl)Cl (stereo not drawn)
  3.3 | 1.1 | 1.7 | 8.5 | i | 8.4 | 8.3 | 9.4 | 0.6
CC[n+]1c(/C=C/c2ccc(OC(C)=O)c(OC)c2)ccc2ccccc21
  -8.2 | -2.4 | -0.3 | 10.5 | i | 0.3 | -134.9 | -1.8 | -1.8
CCOC(=O)/C=C1\CN(C(C)c2ccccc2)S(=O)(=O)c2ccccc21 (stereo not drawn)
  1.5 | 3.9 | 5.6 | 9.0 | i | -2.4 | -59.8 | 5.4 | -7.9
O=C(NC1CCN(S(=O)(=O)c2ccccc2F)CC1)c1cccnc1
  0.2 | 2.9 | 3.0 | 12.0 | i | -1.0 | 29.9 | -3.8 | -3.4
O=C(Nc1ccc(S(=O)(=O)N2CCC(C(=O)NC3CCCCC3)CC2)cc1)c1ccco1
  -7.0 | 0.4 | -1.4 | 4.6 | i | 2.2 | 4.6 | -1.9 | 0.8
CC(C)Cc1cc(C(=O)N2CCN(C(c3ccccc3)c3ccccc3)CC2)no1
  0.7 | -4.9 | 6.2 | -3.8 | i | -1.6 | -4.2 | 25.2 | -3.6
Cn1c(=O)[nH]c(=O)c2c1nc(N1CCCCC1)n2C/C=N/NC(=O)c1cc(Br)ccc1O
  -1.5 | 2.3 | -2.9 | -18.0 | + | 7.5 | 9.9 | -3.6 | 5.0
CC1CCN(C(=O)CN2C(=O)C(=O)N(C)C2=O)c2ccccc2S1 (stereo not drawn)
  1.3 | -4.5 | 17.5 | 5.0 | i | 2.6 | 2.5 | -4.6 | -3.5
Cn1c(-c2ccccc2)cc(=O)cc1-c1ccccc1
  -3.9 | 0.7 | 7.0 | 15.1 | i | 2.3 | 10.9 | -4.7 | -3.4
COC(=O)c1ccc(Cn2c(C)c(C(=O)NCc3cccc([N+](=O)[O-])c3)sc2=O)o1
  -2.7 | -2.5 | -4.7 | 2.6 | i | 1.8 | 6.9 | 6.2 | -3.0
C[C@H](CCC(=O)O)[C@H]1CC[C@H]2[C@@H]3[C@H](O)C[C@@H]4C[C@H](O)CC[C@]4(C)[C@H]3C[C@H](O)[C@]12C
  -1.4&0.1&3.0 | -2.7&-2.4&-6.7 | -10.2&6.4&6.8 | -7.6&-0.4&1.6 | i | -1.4&-1.5&-1.1 | 4.5&6.4&7.6 | -2.7&-0.7&-2.2 | -3.0&-1.3&-3.6
CCc1c(C)nc(N)n2c(SCC(=O)N3CCCc4ccccc43)nnc12
  -0.2 | 2.5 | -6.6 | 2.7 | i | 4.6 | 3.4 | -4.7 | -2.0
CCCCn1c(N)c(N(CC(C)C)C(=O)c2ccc(S(=O)(=O)N3CCCCCC3)cc2)c(=O)[nH]c1=O
  -1.0 | 2.9 | 18.9 | 5.5 | i | 0.4 | 2.7 | -2.9 | -1.2
CC(Oc1cccc(Cl)c1)C(=O)Nc1ccc(N2CCOCC2)cc1N1CCOCC1 (stereo not drawn)
  4.4 | 0.8 | 22.7 | 5.1 | i | -4.0 | 2.9 | 7.0 | -1.3

Ordered by value in PABP1 MLLE inh (lowest first): some entries from above.
compound	Rin1-Abl PPI inh	E coli Lon inh	SKN-1 inh	CendR NRP1 mod	Neddyl block	MT1-MMP act inh	PABP1 MLLE inh	bovine MsrA act
CC[n+]1c(/C=C/c2ccc(OC(C)=O)c(OC)c2)ccc2ccccc21	-8.2	-2.4	-0.3	10.5	i	0.3	-134.9	-1.8
CC(C)Cc1cc(C(=O)N2CCN(C(c3ccccc3)c3ccccc3)CC2)no1	0.7	-4.9	6.2	-3.8	i	-1.6	-4.2	-3.6
CCCCn1c(N)c(N(CC(C)C)C(=O)c2ccc(S(=O)(=O)N3CCCCCC3)cc2)c(=O)[nH]c1=O	-1.0	2.9	18.9	5.5	i	0.4	2.7	-1.2
CCc1c(C)nc(N)n2c(SCC(=O)N3CCCc4ccccc43)nnc12	-0.2	2.5	-6.6	2.7	i	4.6	3.4	-2.0
O=C(Nc1ccc(S(=O)(=O)N2CCC(C(=O)NC3CCCCC3)CC2)cc1)c1ccco1	-7.0	0.4	-1.4	4.6	i	2.2	4.6	0.8
COc1ccc(OC)c(C(=O)c2ccc(C(=O)Nc3ccccc3)cc2)c1	-3.6	-4.3	-3.7	-11.4	i	3.4	8.2	-3.9
Cn1c(-c2ccccc2)cc(=O)cc1-c1ccccc1	-3.9	0.7	7.0	15.1	i	2.3	10.9	-3.4

Going on with the list:
Sequence of screens – Rin1-Abl PPI inh | E coli Lon inh | SKN-1 inh | CendR NRP1 mod | Neddyl block | MT1-MMP act inh | PABP1 MLLE inh | FAS TE block | bovine MsrA act
CC(C(=O)c1ccccc1)[n+]1cccc(C(N)=O)c1 (stereo not drawn)
  -0.4 | 4.7 | 15.6 | 9.7 | i | 0.9 | -10.6 | -6.1 | -2.5
O=S(=O)(Nc1nc2ccccc2nc1Cl)c1ccc2ccccc2c1
  -2.4 | 1.6 | 4.9 | -18.2 | i | -3.2 | -13.5 | -7.3 | -2.9
COc1ccccc1NC(=O)COC(=O)Cc1ccc(S(=O)(=O)N2CCCCC2)s1
  5.7 | -12.5 | -3.1 | -6.8 | i | 2.8 | -10.7 | 10.5 | 1.9
COc1ccccc1N1CCN(C(=O)c2noc(C)c2[N+](=O)[O-])CC1
  -3.5 | 8.5 | -26.1 | 1.5 | i | 7.7 | -3.0 | -5.7 | -13.1
COc1ccc(C(=S)Nc2ccccc2)cc1
  -4.7 | 1.9 | 11.2 | -2.5 | i | -1.8 | 24.1 | -2.7 | 0.8
Clc1nc(CN2CCCCC2)nc2sc3c(c12)CCC3
  5.6 | 2.1 | 1.3 | 3.6 | i | 2.1 | -0.9 | -6.4 | -5.7
CC(C)c1ccc(NC(=O)Nc2nc(CN)cs2)cc1
  3.5 | 1.6 | -34.2 | -2.9 | i | -3.9 | 5.0 | -15.5 | -6.4
O=c1/c(=C/c2ccco2)sc2nc(-c3ccccc3Br)nn12
  2.2 | -8.0 | -7.9 | -10.4 | i | 8.3 | 5.4 | -1.0 | -3.0
Cc1ccc(S(=O)(=O)N2CCN(C(=O)COC(=O)/C=C/c3ccccc3[N+](=O)[O-])CC2)c(C)c1
  2.3 | -13.2 | 1.0 | 0.7 | i | -3.7 | -3.9 | 19.5 | -1.0
Cn1c(N)c(C#N)c(C#N)c1-c1ccccc1
  -3.7 | -8.5 | 5.5 | -1.1 | i | -5.7 | -2.0 | 1.4 | -4.2
CCOC(=O)CC1ON(C)C(=O)N1c1ccc([N+](=O)[O-])cc1 (stereo not drawn)
  -3.9 | -3.5 | -10.6 | -16.7 | i | 2.0 | -6.8 | -1.9 | -2.9
Cc1cc(C)n2nc(-c3ccco3)nc2n1
  -1.8 | -6.3 | 21.6 | -3.2 | . | -0.5 | 13.9 | -2.9 | -1.2
COc1ccc(C/C(N)=N/OC(=O)c2ccc(Cl)cc2)cc1
  5.4 | 3.7 | 6.5 | 5.0 | i | -3.8 | 17.0 | -3.2 | -5.5
FC(F)Oc1ccc(NC(=S)Nc2ccc3cn[nH]c3c2)cc1
  -5.1 | -0.2 | 6.0 | 1.7 | i | 1.9 | 16.8 | -21.1 | -6.5
CCCCn1c(SCC(=O)NC(=O)Cc2ccccc2)nc2ccccc2c1=O
  2.4 | -3.6 | -13.5 | 4.4 | i | 2.9 | -67.3 | 2.6 | -7.9
CCN1CCN(c2nc3c(c(=O)[nH]c(=O)n3C)n2CCCc2ccccc2)CC1
  2.5 | -3.7 | 12.4 | -5.7 | i | -3.0 | 10.1 | -1.3 | -2.5
O=C(N/N=C/c1cccs1)c1c[nH]c2ccccc12
  -6.6 | -3.8 | 10.1 | -10.4 | i | -3.3 | 0.4 | -7.4 | -3.6
Cc1cc(C)c2c(=O)n3c(nc2c1)C(CC(C)C)NC(=O)c1cccnc1-3 (stereo not drawn)
  -2.1 | 8.2 | -0.1 | -13.0 | i | -2.0 | 6.8 | 4.0 | -1.6
CC1CC(=O)c2ccccc2C1C (stereo not drawn)
  -0.9 | 3.8 | -12.2 | 10.8 | i | 0.1 | -10.4 | -9.7 | -6.4
CCCC(=O)OCC(=O)Nc1cc(Cl)ccc1[N+](=O)[O-]
  -2.8 | 5.9 | -7.9 | 1.8 | i | 6.4 | 9.9 | 1.9 | -5.0

Fetched by compound from the entries so far:
Sequence of screens – Rin1-Abl PPI inh | E coli Lon inh | SKN-1 inh | CendR NRP1 mod | Neddyl block | MT1-MMP act inh | PABP1 MLLE inh | FAS TE block | bovine MsrA act
O=C(N/N=C/c1cccs1)c1c[nH]c2ccccc12
  -6.6 | -3.8 | 10.1 | -10.4 | i | -3.3 | 0.4 | -7.4 | -3.6
CCN1CCN(c2nc3c(c(=O)[nH]c(=O)n3C)n2CCCc2ccccc2)CC1
  2.5 | -3.7 | 12.4 | -5.7 | i | -3.0 | 10.1 | -1.3 | -2.5
Cc1cc(C)c2c(=O)n3c(nc2c1)C(CC(C)C)NC(=O)c1cccnc1-3 (stereo not drawn)
  -2.1 | 8.2 | -0.1 | -13.0 | i | -2.0 | 6.8 | 4.0 | -1.6
